# Source: PubChem (The Scripps Research Institute Molecular Screening Center)
# UHRF1 binding = UHRF1 methyl-DNA binding inhibition | UHRF1 binding to methylated oligo, TR-FRET | inhibition, % at 4.4 µM | 370,000 compounds, 0.75% hits; in the data active = inhibition above about 21%;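 note: UHRF1 SRA domain binding a hemimethylated CpG hairpin DNA probe; 0% = median of test compound wells and 100% = reference inhibitor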
# Tn6 DDE FP = inhibitors of Tn6 peptide binding to human fibrin DD(E); Fibrin DD(E) TRITC-Tn6 fluorescence polarization displacement; inhibition, % at 8.3 µM; 370,000 compounds, 0.21% hits; AID 720509;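 active = inhibition above a per-campaign cutoff: mean of compounds within control limits plus 3 SD, cut at about 15% in these data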;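 note: 0% = median of all compound wells on the plate and 100% = blocking peptide control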
# MBD2 DNA inh = inhibitors of human MBD2 binding to methylated oligonucleotide; Q9UBB5; TR-FRET; inhibition, % at 4.4 µM; 370,000 compounds, 0.31% hits; AID 686964; in the data active = inhibition above about 13%
# ADAM17 inh = inhibits human ADAM17 | P78536 | recombinant ADAM17, EDANS/DABCYL FRET peptide cleavage | inhibition, % at 6.95 µM | 370,000 compounds, 0.83% hits | AID 720648;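 active = inhibition above the mean of compounds lying between control limits plus 3 SD, set per campaign, cut at about 8.5% in these data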;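 note: 0% = DMSO-only wells as the low control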
# KLK7 zymogen act = activates the human kallikrein-7 zymogen; P49862; purified proKLK7, EDANS-DABCYL substrate fluorescence; 100% is mature enzyme control, 0% vehicle; activation, % at 7 µM; 370,000 compounds, 0.9% hits; AID 652039;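 active = activation above the mean of all tested compounds plus 3 SD, computed per campaign excluding outliers beyond control limits, cut at about 13% in these data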
# Target sequence (P49862 whole entry, looked up): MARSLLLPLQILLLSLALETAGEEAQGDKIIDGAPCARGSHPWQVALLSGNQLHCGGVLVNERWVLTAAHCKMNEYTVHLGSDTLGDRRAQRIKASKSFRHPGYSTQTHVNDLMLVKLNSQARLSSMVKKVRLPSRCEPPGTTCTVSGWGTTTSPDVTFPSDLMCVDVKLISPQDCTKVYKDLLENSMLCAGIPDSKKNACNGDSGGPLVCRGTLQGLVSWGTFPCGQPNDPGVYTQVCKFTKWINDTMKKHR
# ASAP1 GAP inh = blocks human ASAP1-stimulated Arf1 GTP hydrolysis. GDP FP detection. 360,000 compounds, 0.19% hits. Q9ULH1. AID 624377. inhibition, % at 16.5 µM; in the data active = inhibition above about 25%;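 note: 0% = vehicle with enzyme and substrate and 100% = no enzyme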
# Target sequence (Q9ULH1 325-724 limits assumed): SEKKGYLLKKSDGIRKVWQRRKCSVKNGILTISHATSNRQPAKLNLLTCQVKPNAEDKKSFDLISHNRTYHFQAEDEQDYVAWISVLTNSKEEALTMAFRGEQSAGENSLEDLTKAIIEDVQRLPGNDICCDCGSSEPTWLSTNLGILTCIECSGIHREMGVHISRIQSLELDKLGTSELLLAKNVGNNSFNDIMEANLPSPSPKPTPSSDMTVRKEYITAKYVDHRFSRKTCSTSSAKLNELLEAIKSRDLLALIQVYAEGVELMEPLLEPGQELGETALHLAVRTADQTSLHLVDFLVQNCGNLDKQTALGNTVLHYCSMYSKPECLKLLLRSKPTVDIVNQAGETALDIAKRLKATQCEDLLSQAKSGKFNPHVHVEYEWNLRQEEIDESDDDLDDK
# PLCg1 inh = blocks human PLC-gamma1 enzyme activity. purified PLC-gamma1, fluorogenic substrate, fluorescence. inhibition, % at 12.2 µM. 370,000 compounds, 0.84% hits; in the data active = inhibition above about 9.5%
# PLC-beta3 inh = PLC-beta3 (human) inhibition, primary screen | Q01970 | Purified PLC-beta3, fluorogenic substrate, fluorescence | inhibition, % at 12.2 µM | 370,000 compounds, 0.18% hits | AID 720704; in the data active = inhibition above about 11%;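 note: 0% = median of compound wells on plate and 100% = full blocker control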
# Tn7 DDE FP = disrupts Tn7 cyclic peptide binding to fibrin D-Dimer-E complex. 370,000 compounds, 0.13% hits. inhibition, % at 8.3 µM. P02675. FP displacement of FITC-Tn7 peptide from fibrin DD(E); 0% = median of compound wells per plate;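 active = inhibition above the mean of compounds falling within the control limits plus 3 SD of them, cut at about 14% in these data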;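 note: 0% = plate median of compound wells and 100% = 10 µM Aha-Tn7 peptide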
#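 system = human fibrin DD(E) protein | quantity = DD(E) 2 µM final | medium = Tris/NaCl/CaCl2 buffer, pH 7.8 | also added = labelled Tn7 tracer, 0.1 µM | compound dosing = single point at 8.3 µM | timing = compound with protein 10 min, then 3 h after probe, room temperature | signal = FP measurement | benchmarks = Aha-Tn7 high control | repeats = one replicate per compound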
# ARFGAP1 inhibitor = inhibitors of rat ARFGAP1 | inhibition, % at 16.5 µM | AID 651572 | 360,000 compounds, 0.26% hits | Q62848 | Arfgap1-stimulated ARF1 GTP hydrolysis, GDP FP detection;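 active = inhibition above a per-plate limit, mean inhibition of low control wells plus 3 SD, cut at about 25% in these data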;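 note: 0% = DMSO wells with enzyme and 100% = wells lacking Arfgap1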
# Target sequence (Q62848 1-136 limits assumed): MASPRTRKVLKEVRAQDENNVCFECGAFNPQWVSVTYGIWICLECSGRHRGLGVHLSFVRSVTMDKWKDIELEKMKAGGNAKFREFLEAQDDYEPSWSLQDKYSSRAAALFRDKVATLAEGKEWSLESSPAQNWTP
#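 System: truncated rat Arfgap1 GAP domain / Benchmarks: high control wells lacking Arfgap1, low control full reaction with DMSO / Times: compound-enzyme preincubation 20 min, reaction 120 min, detection 60 min, 25 °C / Repeats: one replicate per compound / Also added: human ARF1(Δ1-17)-GTP substrate / Measured by: Tracer-displacement fluorescence polarization with EDTA stop, 620/688 nm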
# * marks the source's active call; other numbers are inactive results.
# Second line of a record: UHRF1 binding	Tn6 DDE FP	MBD2 DNA inh	ADAM17 inh	KLK7 zymogen act	ASAP1 GAP inh	PLCg1 inh	PLC-beta3 inh	Tn7 DDE FP	ARFGAP1 inhibitor
Cc1cc(NS(=O)(=O)c2ccc(NC(=S)NCc3ccccc3)cc2)no1
 : -1	-7	-3	1	0.6	-3	-1	0	-3	-6
CCOC(=O)C1CCCN1C(=O)C1(NC(C)=O)CCCC1 (stereo unspecified)
 : 0	6	1	-5	-0.4	-7	3	3	2	-8
CCOC(=O)c1c(NC(=O)CSc2nnc(-c3ccc(OC)cc3)o2)sc2c1CCC2
 : 5	-5	-3	0	-1.1	10	2	1	1	-6
CC1=C(C(=O)N2CCCCCC2)CC(CC(=O)NCCCN(C)C)C(=O)N1Cc1ccc(F)cc1 (stereo unspecified)
 : -3	-1	-5	-3	0.0	3	0	4	-8	-7
COc1ccc(C(=O)NCCCOc2cccc(NC(C)=O)c2)cc1
 : 1	-4	1	0	0.5	2	0	-2	1	12
CC(C)c1cc(C(=O)N2CCCC(C(=O)c3ccc4ccccc4c3)C2)on1 (stereo unspecified)
 : 2	5	1	-10	-0.1	2	-9	-22	-3	-5
Cc1cccc(NC(=O)c2nc[nH]c2C(=O)N[C@@H](Cc2ccccc2)C(=O)OCc2ccccc2)c1
 : -2	-9	2	6	-5.8	18	3	-3	0	8
CC(CNC(=O)c1ccc(OC2CCN(Cc3ccccn3)CC2)cc1)Oc1cccnc1 (stereo unspecified)
 : -3	-10	-5	-1	-0.4	13	1	-5	5	8
CC(C)c1nc2oc3c(N4CCN(C)CC4)ncnc3c2c2c1CCC2
 : 14	9	5	-18	-0.9	-2	-9	-17	6	-13
CC(C)[C@H](NC(=O)N1CCn2c1nc1ccccc12)C(=O)NCc1ccc(F)cc1
 : -2	-1	-3	-3	0.1	-4	4	-5	3	-4
Cc1ccc([C@H]2C[C@@H](n3cc(-c4ccc(F)cc4)nn3)[C@H](O)CN2C(=O)c2cccs2)cc1
 : -1	-1	-6	2	0.2	4	-2	2	2	-1
Cc1ccc(C)c(S(=O)(=O)N2CCN(C(=O)Cn3[nH]c(=O)c4ccccc4c3=O)CC2)c1
 : 1	1	0	-1	0.5	10	2	3	-10	-6
CNC(=O)NC(=O)Cn1cnc2sc(-c3ccccc3)cc2c1=O
 : 9	3	0	-5	0.1	-15	1	-4	8	-6
Cc1cc(C)cc(Nc2nc3c(S(=O)(=O)c4ccccc4)nnn3c3ccccc23)c1
 : 3	4	1	2	-1.1	-12	1	5	0	3
O=C1c2ccccc2C(=O)N1CCCCN(C(=O)c1cc2ccccc2oc1=O)c1ccc(Cl)cc1
 : 3	5	-4	-2	0.2	4	1	1	7	7
C/C(=N\NS(C)(=O)=O)c1ccccc1
 : 7	1	8	1	0.1	-1	0	1	4	7
Cc1ccc(S(=O)(=O)/N=C(/NC(=S)Nc2c(C)n(C)n(-c3ccccc3)c2=O)c2ccccc2)cc1
 : 3	-6	2	-6	-0.5	-4	-2	-6	0	7
CC(=O)NC(CC(C)C)C(=O)NC(CO)C(=O)NC(CCC(=O)O)C(=O)NC(C)C(=O)NC(CC(C)C)C(N)=O (stereo unspecified)
 : 6	-6	3	3	0.1	1	5	2	0	10
COC(=O)Nc1nc(Sc2ncc(C(F)(F)F)cc2Cl)n[nH]1
 : 6	1	-2	-3	-0.3	12	0	2	10	4
O=C(CCc1ccc(S(=O)(=O)N2CCOCC2)cc1)N1CCCC1
 : 0	9	1	-3	0.0	2	0	3	-6	6
Cc1c(C(=O)N2CCOCC2)oc2ccc(S(=O)(=O)N3CCCCCC3)cc12
 : 0	5	2	-8	-0.9	10	2	-2	3	4
COc1ccc(C(=O)N/C(=C\c2ccc(OC)c(OC)c2)C(=O)N2CCCCC2)cc1
 : -1	-2	-4	1	0.2	9	1	-4	-1	-8
COc1cc(O)oc1C=Nc1ccc(Oc2ccccc2)cc1
 : -5	-4	-2	-3	0.1	0	2	-2	0	-2
CC(=O)c1sc2nc(C)c3c(c2c1N)CCCC3
 : -4	1	-2	-71	1.6	-10	-238	-322	2	0
COc1ccc(N2CCN(C(=O)c3oc4ccccc4c3C)CC2)cc1
 : 0	-1	1	-3	0.0	-18	0	-11	-3	13
O=C(CN1CCN(Cc2ccccc2)CC1)Nc1ccc2c(c1)CCC2
 : -2	0	5	-4	0.1	7	2	1	-3	-3
CC(=O)CCN1CCOCC1
 : -4	-6	-5	3	-0.4	-2	3	7	-4	-7
CCN1C[C@@H]2[C@@H]3C(=O)N(C)C(=O)[C@@H]3[C@](C)(C1=O)N2C(=O)c1ccc(F)cc1
 : -1	5	-2	-3	-0.3	-5	2	2	-3	6
COc1cccc(CN(CC(=O)NCc2ccccc2)S(=O)(=O)CCl)c1
 : 0	-3	-1	-2	-4.3	5	-1	1	-2	5
COc1ccc(C2=CSC3=NCCN23)cc1F
 : -1	1	3	-4	0.1	-7	1	2	-1	-3
COc1cccc(CNC(=O)C2CCN(c3nnc(N4CCCC4=O)s3)CC2)c1
 : 2	4	0	-2	-0.5	-13	2	0	0	2
COc1ccc(N2C(=O)CC(N3CCN(c4ccccc4OC)CC3)C2=O)cc1 (stereo unspecified)
 : -1	2	-2	-3	-0.6	0	-1	-1	6	6
Cc1cc(C)cc(C(=O)NCC(=O)N2CCC(C(N)=O)CC2)c1
 : -1	6	4	-5	-0.1	2	-2	-7	3	-4
CCN(CC)S(=O)(=O)c1cccc(C(=O)NC(C)C(c2cccs2)N2CCCC2)c1 (stereo unspecified)
 : 4	4	6	-2	-0.8	4	2	-9	3	6
CCCCNCc1cc(Br)c(OCC(=O)NCc2ccccc2)c(OC)c1
 : -2	4	1	-2	-0.1	8	4	-5	2	12
CC(OC(=O)Cc1ccc(Cl)cc1)C(=O)NCCC1=CCCCC1 (stereo unspecified)
 : 1	2	0	-1	0.5	11	-3	-6	6	5
CN(C)CCOC(=O)c1ccc2c(c1)S(=O)(=O)c1ccccc1C2=O
 : 2	-1	-1	-2	0.2	13	4	3	0	-2
COc1ccc(C(=O)NC(=S)Nc2ccc(Cl)c(C(=O)O)c2)cc1
 : 6	-13	3	2	0.1	-9	0	2	-12	2
O=C1CCN(Cc2ccc(O)cc2)CCN1[C@H](CO)Cc1ccccc1
 : 2	1	-1	-7	1.0	3	-2	0	-1	9
Cc1c(Cl)cccc1NCC(=O)Nc1ccc(Cl)cc1F
 : 1	-6	4	5	-0.2	1	6	4	-5	5
CN(C)c1nnnn1-c1ccc(Oc2ccccc2)cc1
 : -2	2	-2	0	0.1	-16	0	0	-3	2
C#CCN(C[C@@H]1[C@@H](OC(=O)Nc2c(C)noc2C)[C@@H](OC(=O)Nc2c(C)noc2C)Cn2c(=O)n(CCCCCC)c(=O)n21)S(=O)(=O)c1ccc(C)cc1
 : 3	13	-2	4	0.2	-6	-3	-2	0	7
CN1CCN(S(=O)(=O)c2ccc(N3CCN(c4ccccc4Cl)CC3)nc2)CC1
 : 1	11	-1	-2	0.1	10	-1	-4	5	-2
Cn1nc(-c2ccc(C(=O)N3CCN(CCO)CC3)cc2)c2ccccc2c1=O
 : -1	-2	-5	2	-0.3	0	5	4	-12	-6
O=C(CNc1ccccc1F)Nc1cc(S(=O)(=O)N2CCCCC2)ccc1Cl
 : 4	0	-2	-1	0.2	1	1	-5	7	-17
COc1ccc(CCNC(=O)CCNC(=O)c2ccco2)cc1
 : 3	7	4	-8	-0.2	-1	-2	-7	1	-4
CC(=O)n1cc(N(C(=O)CCl)c2ccccc2)c2ccccc21
 : 2	0	-1	-6	-0.6	-2	-6	-14	8	17
CCn1c(=O)cc(SCC(=O)NCCCN2CCC(C)CC2)c2ccccc21
 : -2	0	0	-4	1.1	3	2	0	0	-5
Cc1cc(C)c2nc(/N=C(\N)NC(=O)c3ccccc3)nc(C)c2c1
 : -1	3	-6	-5	-1.1	7	-3	-14	-1	-1
CNC(=O)c1ccc(Nc2nnc(-c3ccc(C)c(S(N)(=O)=O)c3)c3ccccc23)cc1
 : -1	-5	5	-11	5.7	-7	-266	-350	-1	4

# (next part)
# Second line of a record: UHRF1 binding	Tn6 DDE FP	MBD2 DNA inh	ADAM17 inh	KLK7 zymogen act	ASAP1 GAP inh	PLCg1 inh	PLC-beta3 inh	Tn7 DDE FP	ARFGAP1 inhibitor
COc1ccc(-n2c(=S)[nH]c3cc(C(=O)N4CCN(c5ccccc5)CC4)ccc3c2=O)cc1
 : 0	6	2	0	-0.7	-2	3	-3	-2	11
Cc1ccccc1-n1c(-c2csc3ccccc23)n[nH]c1=S
 : 0	-7	2	0	-0.9	4	-10	-9	3	5
CS(=O)(=O)c1ccc(C(=O)Nc2cc(-c3ccccc3)nn2-c2ccccc2)cc1
 : 1	-3	1	-3	0.4	16	-1	-1	3	3
CC1CCN(Cc2csc(N)n2)CC1
 : 1	-6	-7	1	0.2	6	-1	2	5	-1
CCCCc1cc(=O)oc2cc(C)cc(OCC(=O)Nc3cccnc3)c12
 : -2	1	-4	-18	-0.6	5	-12	-19	-3	0
COc1ccc(C(=O)N2CCCC(C(=O)O)C2)c2ccccc12 (stereo unspecified)
 : -2	4	2	-2	-0.1	-2	-3	-7	2	-3
CC1(C)OC(=O)C2=C(C[C@@H](CCOCc3ccccc3)O[C@H]2c2ccc(F)cc2)O1
 : 3	-7	8	-4	-0.2	3	8	-1	-1	0
O=C(CSc1nnc(CNC(=O)c2ccc(F)cc2)o1)Nc1ccc2c(c1)OCCO2
 : -3	0	1	-1	0.1	4	3	-1	-3	10
Cc1ccccc1OCCC(=O)Nc1c(C)n(C)n(-c2ccccc2)c1=O
 : 2	4	2	-4	0.2	5	-2	-1	-2	2
COc1cc(NC(=S)N2CCN(S(=O)(=O)c3ccc(F)cc3)CC2)cc(OC)c1
 : -3	-2	-5	2	0.0	-6	0	-7	-3	7
CCOc1cccc(NC(=O)CC#N)c1
 : 0	-4	-1	-2	-0.6	6	0	-1	-4	0
Cc1noc(C)c1COc1ccc(C(=O)NCCOc2ccccc2)cc1
 : -1	3	-5	4	0.5	5	0	-10	2	-20
CC(C)(C)S(=O)(=O)N1C[C@H]2CC(=O)C(CCO)=C2[C@@H]1CCO
 : 1	2	-4	0	-0.1	-9	1	4	-1	2
O=[N+]([O-])c1cc([N+](=O)[O-])c2n[nH]c(-c3ccccc3)c2c1
 : 5	-2	2	-3	0.1	22	3	4	-1	6
CC(OC(=O)Cn1[nH]c(=O)c2ccccc2c1=O)C(=O)Nc1ccc(F)cc1 (stereo unspecified)
 : 2	-3	1	-3	-0.2	4	3	-8	10	5
COc1cccc(-c2cc(C(=O)N3CCN(S(=O)(=O)c4ccccc4)CC3)[nH]n2)c1
 : -5	-8	-3	3	0.8	-6	1	5	3	-9
